# Dyrk1A ADPGlo = Dyrk1A (rat) kinase inhibition. inhibition, % at 12.5 µM. AID 504441. ADP-Glo luminescence, NFATc1 peptide. 310,000 tested, 0.43% active. Q63470; in the data active = inhibition above about 50%;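 note: plate controls were vehicle with enzyme for no effect and no enzyme for full effect; many of its hits are not listed in these tables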
# GSK3beta inhib = inhibitors of human GSK3beta kinase | AID 2097 | activity score (negative = inhibition), % at 10 µM | GST-GSK3beta kinase, ADP-Glo luminescence, 60 min; hits give low values | P49841 | 300,000 tested, 0.038% active;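 active = more than half of replicate wells score below -50%, meaning over 50% inhibition versus plate controls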;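 note: 0% = median DMSO wells and -100% = median GW8510 positive control wells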
# Target sequence (P49841 whole entry, looked up): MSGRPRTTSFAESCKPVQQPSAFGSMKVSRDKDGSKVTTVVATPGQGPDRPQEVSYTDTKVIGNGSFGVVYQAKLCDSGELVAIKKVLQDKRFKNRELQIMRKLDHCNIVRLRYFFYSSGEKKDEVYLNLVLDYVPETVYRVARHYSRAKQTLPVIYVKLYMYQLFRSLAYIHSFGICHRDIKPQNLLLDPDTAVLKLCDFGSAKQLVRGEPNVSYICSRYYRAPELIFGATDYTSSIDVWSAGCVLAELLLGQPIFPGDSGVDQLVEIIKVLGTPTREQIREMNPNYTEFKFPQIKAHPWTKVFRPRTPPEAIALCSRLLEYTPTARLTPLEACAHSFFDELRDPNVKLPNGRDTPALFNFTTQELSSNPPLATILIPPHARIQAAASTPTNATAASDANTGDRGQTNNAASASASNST
#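 Test system – GST-tagged human GSK3beta kinase, cell-free · Incubation – 60 min enzyme reaction, room temperature · Signal – ADP-Glo luminescence · Also added – peptide substrate and ATP at 25 µM · Controls – DMSO neutral wells and GW8510 at 20 µM as positive · Buffer or medium – Tris/MgCl2 kinase buffer · Measure – Luminescence-derived activity versus plate DMSO and GW8510 wells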
# HSF1 activator = increases HSF-1 driven luciferase reporter signal; NIH3T3-HGL HSF-1 luciferase reporter, MG132, 8 h; 100% = twice DMSO control signal; activation, % at 9 µM; 300,000 tested, 1.7% active; AID 504408;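 active = mean replicate activation of at least 50% with a set share of replicates each reaching 50%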;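 note: 0% = median of the neutral control wells and 100% = twice that signal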
# KLF5 inhibitor = suppresses KLF5 promoter-driven expression; inhibition, % at 5 µM; DLD-1 KLF5 promoter-luciferase reporter, luminescence; AID 1700; 290,000 tested, 0.23% active;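 active = inhibition above a per-plate limit of that plate's mean compound inhibition plus 3 SD, cut at about 60% in these data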;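 note: 0% = DMSO wells and 100% = LY294002 at 200 µM; higher means less KLF5 promoter-driven luciferase light; inactives centre near -14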
# aSyn 5UTR inh = 5' untranslated region of α-synuclein, MLPCN primary screen; alpha-synuclein 5'UTR reporter, inhibitor activity; 300,000 tested, 0.82% active; inhibition, % (tested at 7.5 µM); AID 1813; in the data active = inhibition above about 60%;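 note: H4 neuroglioblastoma cells stably carrying SNCA 5'UTR luciferase fusion; 0% = DMSO wells and 100% = positive control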
# GSK3 alpha inh = inhibitors of human GSK-3 alpha kinase; inhibition, % at 10 µM; ADP-Glo luminescence, 60 min; 320,000 tested, 0.1% active; AID 2650; P49840;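 in the data active = inhibition above about 50%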;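 note: GST-tagged GSK-3 alpha with peptide substrate and 25 µM ATP; 0% = DMSO neutral wells and 100% = GW8510 positive control wells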
# Target sequence (P49840 whole entry, looked up): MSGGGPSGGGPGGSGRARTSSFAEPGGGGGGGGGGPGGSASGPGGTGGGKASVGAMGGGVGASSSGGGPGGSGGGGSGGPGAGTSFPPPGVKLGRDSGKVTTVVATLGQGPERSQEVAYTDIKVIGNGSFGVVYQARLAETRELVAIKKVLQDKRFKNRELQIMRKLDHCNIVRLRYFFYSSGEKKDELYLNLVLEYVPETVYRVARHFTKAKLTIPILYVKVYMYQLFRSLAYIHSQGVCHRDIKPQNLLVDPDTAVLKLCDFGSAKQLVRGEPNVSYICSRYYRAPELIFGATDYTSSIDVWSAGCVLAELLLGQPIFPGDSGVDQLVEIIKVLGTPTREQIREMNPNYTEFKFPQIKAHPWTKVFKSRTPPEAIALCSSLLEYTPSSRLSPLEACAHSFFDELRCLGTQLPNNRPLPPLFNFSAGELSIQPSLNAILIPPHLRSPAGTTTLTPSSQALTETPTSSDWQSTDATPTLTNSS
# IEC-6 tox = IEC-6 cytotoxicity, counter-screen for KLF5 inhibitors; luminescence viability; inhibition, % at 5 µM; 290,000 tested, 0.78% active; AID 1825; in the data active = inhibition above about 22%;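 note: 0% = plate median of test compound wells and 100% = cytotoxic reference compound wells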
# HSF1 inh = HSF1 inhibition; NIH3T3-HGL HSE-luciferase, MG132-induced, luminescence 8 h; hits give low values; AID 2098; 300,000 tested, 0.77% active; activity change, negative = inhibition, % at 7.5 µM (by protocol);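 active = more than half of replicate wells show activity change below -50%, luminescence cut by over half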;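 note: luciferase reports HSF-1 transcriptional activity via heat shock element; 0% = median of DMSO wells and -100% = zero luminescence signal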
# HSP90 inh = HSP90 refolding inhibition in rabbit reticulocyte lysate | luciferase refolding luminescence, 3 h | inhibition, % at 5.6 µM | 290,000 tested, 0.91% active | AID 1789;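 active = inhibition above the screen-wide mean plus 3 SD, computed separately per campaign, cut at about 16% in these data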;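 note: 0% = DMSO wells and 100% = 60 µM geldanamycin wells; inhibitors lower the luminescence because luciferase stays unfolded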
# Platelet DG rel = platelet dense granule release activity; human platelet-rich plasma, SFLLRN dense granule ATP release, luminescence; inhibition, %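 (compounds screened at 7.5 µM in platelet-rich plasma)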; 300,000 tested, 0.22% active;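 active = mean replicate score, as percent of positive control, at or above 50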
# The depositor's hits bear a star; x = no result given. An excerpt; the hit share may differ from the screen's.
SMILES,Dyrk1A ADPGlo,GSK3beta inhib,HSF1 activator,KLF5 inhibitor,aSyn 5UTR inh,GSK3 alpha inh,IEC-6 tox,HSF1 inh,HSP90 inh,Platelet DG rel
CC1(C)CC(=O)C(C(N)=NC(=O)c2ccc([N+](=O)[O-])cc2)=C(O)C1,-5,3,3,-5,-1,1,1,7,2,7
Cc1cccc(NCc2ccccc2OCc2ccccc2F)c1,-2,-2,7,-14,8,-1,-5,1,-4,18
Cc1ccc(NC(=S)NCCSc2ccc(Cl)cc2)cc1,-2,-3,9,-37,14,-6,-2,0,4,4
O=C(NCc1nnc(SCC(=O)N2CCCc3ccccc32)o1)c1c(F)cccc1Cl,3,2,-7,2,-12,1,-4,-4,-3,2
CCc1cc(C(=O)OCC(=O)N2CCC(c3ccccc3)=N2)sc1C,x,-2,4,-22,-10,1,2,0,1,-3
Cn1c(=O)[nH]c(=O)c2c1nc(N1CCCC1)n2CCCSc1nnnn1-c1ccccc1,-5,0,15,-13,25,8,-4,-3,5,28
COC1=C(Nc2ccc(C)cc2)C(=O)c2ccccc2C1=O,4,-30,25,24,-156,3,-4,24,1,10
CCOC(=O)C1(Cc2cccc(Cl)c2)CCCN(C(=O)CCN2CCCC2=O)C1 (stereo not drawn),3,2,-7,1,-45,0,7,15,2,-7
CC(=O)N1CCCc2cc(S(=O)(=O)Nc3ccc(C)cc3C)ccc21,3,-1,-4,-14,12,-2,0,0,4,7
CC1(C)Cc2cccc(C(=O)NCc3ccco3)c2O1,x,1,6,-12,22,5,-3,4,1,-1
COc1ccccc1NC(=O)c1ccc(NC(=O)CN2CCN(C(=O)c3ccco3)CC2)cc1,-1,-1,-9,-41,8,0,0,-7,1,2
COCCCn1c(C2CCCCC2)nc2oc3cc(OC)ccc3c(=O)c2c1=O,2,4,-8,-9,6,-1,0,-5,-2,-3
C=C(C)c1cccc(C(C)(C)NC(=O)N2CCN(c3ncccn3)CC2)c1,-9,-4,-12,-27,0,-3,-1,-2,2,-3
C=C1C(=O)[C@@]23[C@H](O)C[C@@H]4C(C)(C)CC[C@H](O)[C@]4(C)[C@@H]2C[C@H](O)[C@@H]1[C@H]3O,9,2,-2,-21,-6,0,-4,-5,-1,8
COc1ccc(S(=O)(=O)N2CCCC2=O)cc1N(C)S(C)(=O)=O,4,1,-12,-36,7,-4,-1,1,-1,-2
CCCCC/S(CC1CC1(Cl)Cl)=N\S(=O)(=O)c1ccc(C)cc1 (stereo not drawn),1,-4,4,-42,8,-1,2,-4,2,-5
O=C(O)c1ccc(S(=O)(=O)c2ccc3c(c2)C(=O)N(c2ccccc2[N+](=O)[O-])C3=O)cc1,-3,3,-16,-13,8,0,-9,-4,-5,-2
CCOC(=O)CSc1nnc(CNC(=O)c2cccs2)n1CCc1ccccc1,4,1,0,-1,12,-5,4,-5,2,21
c1ccc(CC2CCN(c3nnnn3-c3ccccc3)CC2)cc1,-1,-2,-1,-1,6,0,-6,4,0,-26
Cn1nccc1NC(=O)Nc1cccc(Cl)c1,19,2,22,-11,1,-1,-4,-5,-2,6
Cc1onc(-c2c(F)cccc2Cl)c1C(=O)NC(C)c1ccccc1 (stereo not drawn),-1,0,6,14,8,-3,1,-6,-1,-7
O=C(CCCC(=O)N/N=C/c1ccccc1C(=O)O)N/N=C/c1ccccc1C(=O)O,-3,1,2,-4,6,-1,-2,-3,-4,2
CN(C)S(=O)(=O)N1CCN(c2cc(Cl)ccc2Cl)CC1,-1,1,16,-11,-9,8,2,7,6,-2
COc1ccc(C(=O)Nc2ccc3[nH]ncc3c2)cc1,8,2,38,-11,-53,-1,-1,8,14,14
Cc1cc(Br)ccc1NCc1ccccn1,-3,0,32,1,16,-2,-3,-3,-3,0
CC(Oc1ccc(Cl)cc1)C(=O)N(C)CC(=O)Nc1ccc(N2CCOCC2)cc1 (stereo not drawn),-4,-4,2,-26,8,-1,-5,0,-2,11
CC(C)OCCCNC(=O)c1ccc(Br)cc1,-5,0,-50,-28,-73,0,-2,-39,-1,1
CC1CCCCN1S(=O)(=O)c1ccc(C(=O)Nc2ccccc2-c2nc3ccccc3s2)cc1 (stereo not drawn),2,3,-7,-23,7,-2,1,-9,-3,19
Nc1ccc(S(=O)(=O)c2ccc(N)c(N)c2)cc1,-1,3,8,-7,4,0,-9,-2,-3,7
COc1cccc(CNC(=O)CCS(=O)(=O)c2cc3c(cc2C)NC(=O)CO3)c1,2,1,11,-2,-4,2,1,-5,7,-1
CCOC(=O)C1=C(CC)Nc2ccccc2N=C1NC(=O)CCN1C(=O)C2CCCCC2C1=O (stereo not drawn),-7,2,3,-2,12,-3,3,-2,4,-2
c1ccc2c(-c3csc(-c4ccncc4)n3)c[nH]c2c1,-2,3,-10,-109,-141,13,82*,1,4,0
O=[N+]([O-])c1cc(C(F)(F)F)ccc1SCC(O)CO (stereo not drawn),-2,0,1,-28,7,-3,0,-2,-4,1
COc1cc2c(cc1OC)C1(CCCC1)CNC2C (stereo not drawn),0,2,-9,0,10,-1,-1,-8,-1,9
CCC(=O)N(C(=O)CC)N1CCN(c2ccncc2S(=O)(=O)N2CCCCC2)CC1,0,-1,-19,7,-10,2,-4,-3,1,-8
COc1ccc(-c2nnc(SCc3ccc(C(=O)O)cc3)n2N)cc1,2,0,3,0,7,-1,-5,-6,2,3
O=C(O)CCCCCNc1ncnc2ccc(Br)cc12,12,-9,-6,14,-8,9,-1,-11,3,3
O=C(Nc1ccccc1O)c1cc(S(=O)(=O)N2CCOCC2)ccc1Cl,4,2,-2,-21,17,0,4,3,-5,3
Cc1ccc(NC(=O)c2ccccc2OCC(=O)c2ccc(F)cc2)cc1,-2,0,4,-2,7,-3,0,2,-4,-9
Cc1ccc(S(=O)(=O)Nc2cccc(C(=O)NCCCN3CCOCC3)c2)cc1F,-1,-1,16,x,12,-1,x,14,x,-19
COC(=O)C(Cc1ccccc1)N1CCS(=O)(=O)CC1 (stereo not drawn),2,3,-3,-13,-5,-1,-1,-4,2,6
O=C(c1cccc(F)c1)N1CCN(C(=O)c2cc(-c3ccc(Cl)cc3Cl)on2)CC1,x,0,5,4,15,-1,-3,-2,0,-2
O=C1c2cccc3cccc(c23)C(=O)N1c1nncs1,0,6,-37,-29,5,x,7,-18,1,-1
CC(/C=N/NC(=O)c1cc(-c2ccc3ccccc3c2)n[nH]1)=C\c1ccco1,3,0,72*,-203,-220,0,0,33,-2,-4
CN(C)C(=O)c1c(NC(=O)c2ccco2)sc2c1CCCCC2,-4,2,-29,-1,-32,-2,1,-24,10,9
O=C(C1CCCC1)N1CCC(CC2CC(c3ccc(Cl)cc3)=NO2)(C(=O)NCC2CCCCC2)CC1 (stereo not drawn),-12,-4,-2,0,1,1,3,0,2,-3
CC(C)Cc1nnc(NC(=O)CSc2nc(O)c(-c3ccccc3)c(=O)[nH]2)s1,6,-1,28,-37,10,-2,2,4,4,-1
CC1CCCC(C)N1/N=C/c1ccc(O)cc1 (stereo not drawn),0,3,1,-49,1,0,-3,-5,-2,-2
C#Cc1cccc(-n2nnc(C(=O)OC)c2-c2ccccc2)c1,-6,1,-1,5,-3,0,1,1,3,-6
COCCn1c(SCc2ccc(C(=O)OC)o2)nc2ccccc2c1=O,-1,x,x,-21,x,0,-1,x,2,x
CCOc1cc(C(=O)N(C)Cc2cc3ccccc3[nH]c2=O)cc(OCC)c1OCC,-2,-2,20,-8,-2,1,-4,8,-2,-5
O=C(CCC1CCCC1)N1CCN(C(=O)C2CC2)CC1,-9,3,1,-6,-14,1,4,-1,4,1
Fc1ccccc1Nc1n[nH]c(=S)s1,1,-5,9,-47,-64,1,-7,-1,5,-1
CCCCC(=O)Nc1cc(C)c2c(=O)oc3ccccc3c2n1,-6,6,6,-6,-25,-2,-5,-5,2,-52
O=C(NC(=O)c1ccccc1)NC(=O)c1ccccc1,1,-2,12,0,-11,-3,-2,2,2,-2
O=C1OCCC1Sc1nc2ccccc2c(=O)n1Cc1ccc(F)cc1 (stereo not drawn),6,0,7,-21,-5,-1,0,-4,4,-1
FC(F)(F)c1cc(CCN2CCNC[C@H]2Cc2cccc3ccccc23)cc(C(F)(F)F)c1,-2,-6,21,x,-7,-1,x,9,x,7

# Entries shown so far that have an aryl thioether with sulfur outside any ring:
SMILES,Dyrk1A ADPGlo,GSK3beta inhib,HSF1 activator,KLF5 inhibitor,aSyn 5UTR inh,GSK3 alpha inh,IEC-6 tox,HSF1 inh,HSP90 inh,Platelet DG rel
Cc1ccc(NC(=S)NCCSc2ccc(Cl)cc2)cc1,-2,-3,9,-37,14,-6,-2,0,4,4
O=C(NCc1nnc(SCC(=O)N2CCCc3ccccc32)o1)c1c(F)cccc1Cl,3,2,-7,2,-12,1,-4,-4,-3,2
Cn1c(=O)[nH]c(=O)c2c1nc(N1CCCC1)n2CCCSc1nnnn1-c1ccccc1,-5,0,15,-13,25,8,-4,-3,5,28
CCOC(=O)CSc1nnc(CNC(=O)c2cccs2)n1CCc1ccccc1,4,1,0,-1,12,-5,4,-5,2,21
O=[N+]([O-])c1cc(C(F)(F)F)ccc1SCC(O)CO (stereo not drawn),-2,0,1,-28,7,-3,0,-2,-4,1
COc1ccc(-c2nnc(SCc3ccc(C(=O)O)cc3)n2N)cc1,2,0,3,0,7,-1,-5,-6,2,3
CC(C)Cc1nnc(NC(=O)CSc2nc(O)c(-c3ccccc3)c(=O)[nH]2)s1,6,-1,28,-37,10,-2,2,4,4,-1
COCCn1c(SCc2ccc(C(=O)OC)o2)nc2ccccc2c1=O,-1,x,x,-21,x,0,-1,x,2,x
O=C1OCCC1Sc1nc2ccccc2c(=O)n1Cc1ccc(F)cc1 (stereo not drawn),6,0,7,-21,-5,-1,0,-4,4,-1

# High-throughput results: PubChem, several laboratories
